WRN helicase inh – inhibitors of human WRN helicase. WRN helicase unwinding, fluorescent forked duplex, kinetic. 0.46% of 360,000 active. Potency, µM (titrated, usually from 114 µM), inactives show at the top dose activity change, negative = inhibition, hits mostly inhibitors. Q14191. AID 651768; further: potency means the concentration at half of the fitted maximal effect; on the % scale 0 is the no-effect control and ±100 the full control effect; nearly all actives have a fitted effect of over 55% in size
Target sequence (Q14191 whole entry, looked up): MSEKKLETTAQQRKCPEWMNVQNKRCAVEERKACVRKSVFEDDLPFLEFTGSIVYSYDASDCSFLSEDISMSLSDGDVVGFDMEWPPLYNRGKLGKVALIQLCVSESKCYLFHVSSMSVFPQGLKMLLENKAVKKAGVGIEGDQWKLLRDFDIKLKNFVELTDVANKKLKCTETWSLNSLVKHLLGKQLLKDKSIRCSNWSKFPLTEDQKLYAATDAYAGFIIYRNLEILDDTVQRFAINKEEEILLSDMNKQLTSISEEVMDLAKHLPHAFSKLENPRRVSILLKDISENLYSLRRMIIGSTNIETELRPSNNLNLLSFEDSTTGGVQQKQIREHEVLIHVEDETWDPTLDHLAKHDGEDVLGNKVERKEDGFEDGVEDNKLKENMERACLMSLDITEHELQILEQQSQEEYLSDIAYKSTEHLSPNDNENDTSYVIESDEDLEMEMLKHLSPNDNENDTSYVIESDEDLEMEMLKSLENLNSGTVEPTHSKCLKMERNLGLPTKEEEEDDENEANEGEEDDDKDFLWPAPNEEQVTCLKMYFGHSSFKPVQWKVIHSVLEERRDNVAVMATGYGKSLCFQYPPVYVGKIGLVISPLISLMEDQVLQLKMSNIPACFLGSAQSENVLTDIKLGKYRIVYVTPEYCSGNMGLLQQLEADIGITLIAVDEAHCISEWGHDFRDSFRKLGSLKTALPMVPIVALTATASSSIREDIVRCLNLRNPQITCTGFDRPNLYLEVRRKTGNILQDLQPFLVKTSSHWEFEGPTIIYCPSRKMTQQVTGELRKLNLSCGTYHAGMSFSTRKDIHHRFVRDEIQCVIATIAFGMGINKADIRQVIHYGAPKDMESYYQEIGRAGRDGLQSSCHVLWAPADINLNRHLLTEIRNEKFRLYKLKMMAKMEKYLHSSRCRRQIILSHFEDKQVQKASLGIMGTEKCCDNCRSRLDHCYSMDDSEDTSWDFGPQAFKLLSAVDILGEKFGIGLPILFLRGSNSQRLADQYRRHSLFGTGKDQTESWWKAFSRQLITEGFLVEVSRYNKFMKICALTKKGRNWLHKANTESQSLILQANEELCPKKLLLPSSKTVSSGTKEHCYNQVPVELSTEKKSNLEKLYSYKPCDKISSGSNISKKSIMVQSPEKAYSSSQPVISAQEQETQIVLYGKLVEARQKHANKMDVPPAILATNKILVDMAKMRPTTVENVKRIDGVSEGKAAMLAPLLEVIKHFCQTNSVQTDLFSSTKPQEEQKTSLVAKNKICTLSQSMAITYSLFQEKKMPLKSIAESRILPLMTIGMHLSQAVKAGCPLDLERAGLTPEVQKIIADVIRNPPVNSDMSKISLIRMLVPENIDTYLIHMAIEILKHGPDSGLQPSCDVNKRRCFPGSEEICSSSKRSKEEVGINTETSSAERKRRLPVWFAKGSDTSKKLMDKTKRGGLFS
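Enzyme (20 nM final) and test compound sit together 15 min at room temperature before substrate addition. Substrate is a single-forked duplex oligonucleotide (100 nM) labelled with fluorophore and quencher, with 2 mM ATP; helicase unwinding raises red fluorescence, read kinetically.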
ATXN2 expr inh – reduces ATXN2 reporter expression in HEK-293 cells | HEK-293 ATXN2-luciferase reporter, luminescence, 24 h | Potency, µM (titrated, usually from 57 µM), for the others: at the top dose activity change, negative = inhibition, usual class: inhibitors | 0.72% of 360,000 active | AID 1745845; further: potency means the concentration at half of the fitted maximal effect; on the % scale 0 is the no-effect control and ±100 the full control effect; nearly all actives have a fitted effect of over 55% in size
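ATXN2-luciferase reporter cells (luciferase flanked by upstream and downstream ATXN2 gene portions) were treated 24 h at 37 °C with compounds at up to 57 uM. SteadyGlo luminescence gave expression; GF-AFC fluorescence gave viability.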
HT1080NT lethal – kills 2HG-producing HT-1080-NT fibrosarcoma cells. HT-1080-NT fibrosarcoma viability, CellTiter-Glo ATP luminescence, 48 h. Potency, µM (highest dose often 46.1 µM), for the others: at the highest dose activity, negative = less viability, actives largely listed as cytotoxic. 1.6% of 360,000 active. AID 686970;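 further: NT is the 2HG producing partner of a matched IDH1 knockdown line; potency means the concentration at half of the fitted maximal effect; 0% = DMSO-treated cells and -100% = media-only wells without cells; nearly all actives have a fitted effect of over 55% in size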
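Viability by CellTiter-Glo luminescence after 48 h compound exposure at 37C of HT-1080-NT cells (750/well, RPMI, 5% FBS). % activity scaled between DMSO wells and medium-only wells, then curve-fitted and categorized by curve class.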
KB-V1 cytotox – KB-V1 MDR subline cytotoxicity. KB-V1 MDR cells viability, CellTiter-Glo, 72 h. Potency, µM (titrated, usually from 46.1 µM), for the others: top-dose activity change, negative = cytotoxicity, usual class: cytotoxic. 3.4% of 400,000 active. AID 1347076; further: potency means the concentration at half of the fitted maximal effect; on the % scale 0 is the no-effect control and ±100 the full control effect; nearly all actives have a fitted effect of over 60% in size
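Cytotoxicity via CellTiter-Glo luminescence after 72 h compound exposure at 37 degrees C. Cells: drug-selected KB-V1 line, DMEM phenol-red free plus 10% FBS. Compounds tested at multiple concentrations; normalized data fitted to concentration-effect curves.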
SW480 rerep – induces DNA re-replication in SW480 colon adenocarcinoma cells; 1.8% of 340,000 active; AID 624297; Potency, µM (series often up to 46.1 µM), inactives show top-dose re-replication activation, actives largely listed as activators; SW480 DNA re-replication, Hoechst DNA content imaging, 48 h; further: potency means the concentration at half of the fitted maximal effect; % of control where 0% means no effect; nearly all actives have a fitted effect of over 55% in size
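Image-based DNA-content assay: after two days of treatment, nuclei were labelled with the DNA dye Hoechst and imaged, and hits were compounds raising the count of nuclei showing high fluorescence intensity.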
HT1080 IDH1KD tx – toxicity to HT-1080 IDH1 knockdown cells (counter line) | Potency, µM (titrated, usually from 46.1 µM), for the others: at the top dose activity, negative = toxicity, most hits filed as cytotoxic | AID 686971 | HT-1080 IDH1 knockdown viability, ATP luminescence, 48 h | 2% of 360,000 active;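 further: potency means the concentration at half of the fitted maximal effect; 0% = DMSO wells and -100% = cell-free medium wells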
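Luminescent ATP read-out (CellTiter-Glo, 10 min at room temperature) after 48 h compound exposure at 37 °C gave viability of IDH1-knockdown HT-1080 cells. Activity was normalised to DMSO and cell-free wells, then fitted as concentration-response curves.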
IL1B secr inh – inflammasome signaling inhibition, IL-1 beta readout; activity change, % at 57.5 µM; AID 743279; 4.7% of 360,000 active; THP-1 LPS/ATP IL-1B secretion, AlphaLISA, 16 h; hits give low values; in the data active means activity change below about -50%; inconclusive means mostly about -30% to -49%; further: on the % scale 0 is the no-effect control and ±100 the full control effect
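THP-1 cells pretreated 1 hr with compounds (up to 57.5 uM final), then stimulated with LPS (250 ng/mL final) plus ATP (1.25 mM final); secreted IL-1B measured by AlphaLISA after 16 hr, decreased signal indicating inhibition.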
MCF10A rereplic – inducers of DNA re-replication in MCF 10A breast cells | MCF 10A DNA re-replication, Hoechst nuclear intensity, 48 h | Potency, µM (series often up to 46.1 µM), without a hit: at the highest dose activity, positive = re-replication, usual class: activators | 2.9% of 350,000 active | AID 624296; further: potency means the concentration at half of the fitted maximal effect; % of control where 0% means no effect; nearly all actives have a fitted effect of over 50% in size
KB-3-1 cytotox – kills parental KB-3-1 adenocarcinoma cells | KB-3-1 viability, CellTiter-Glo ATP luminescence, 72 h | Potency, µM (titrated, usually from 46.1 µM), for inactives: top-dose activity change, negative = cytotoxic, most hits filed as cytotoxic | 1.4% of 400,000 active; further: potency means the concentration at half of the fitted maximal effect; on the % scale 0 is the no-effect control and ±100 the full control effect; nearly all actives have a fitted effect of over 60% in size
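KB-3-1 cells, DMEM (no phenol red) + 10% FBS; compound by pin transfer, 72 h, 37 °C. Readout: CellTiter-Glo luminescence after 10 min. Data normalized, curve-fitted.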
Starred values were filed as active, the others as inactive; i = inactive; ? = inconclusive; / = no result given; [ ] = dose if it differs, or a comment. Unless noted, the call rests on the fitted dose curve; in most records, active means well fitted curve in the direction sought with a large enough effect; inconclusive means small, poorly fitted or top-dose-only effect, or another doubt; inactive means no such curve, though single readings can be large; an effect the other way counts as inactive or inconclusive.

Every second line gives: WRN helicase inh | ATXN2 expr inh | HT1080NT lethal | KB-V1 cytotox | SW480 rerep | HT1080 IDH1KD tx | IL1B secr inh | MCF10A rereplic | KB-3-1 cytotox
O=C1COCCOCCOCCOCC(=O)NCCN1
→ 8% | 20% | 8% | ? | 3% | 7% | 7 | -16% | -18%
COc1ccc(N2CCN(C(=O)CSc3ccccc3)CC2)cc1
→ -19% | 6% | 8% | 0% | 1% | 4% | -4 | 6% | 28%
Cc1cccc(C(c2c(C)nn(-c3ccccc3)c2N)c2c(C)nn(-c3ccccc3)c2N)c1
→ -10%[57.1 µM] | -2% | -13% | ? | 0% | 1% | -7 | 4% | -14%
CC(=O)NNC(=O)CCC(=O)Nc1ccccc1
→ -8% | -1% | 1% | 1% | ? | 1% | -7 | -6% | 0%
Cc1c(C(=O)O)sc2nc(C)n(C)c(=O)c12
→ -26% | -32% | -22% | -7% | ? | -13% | ? | -16% | ?
O=C(CN1CCCC1)Nc1ccc(NC(=O)Nc2ccccc2)cc1
→ -4% | 38% | 4% | 23% | -4% | 1% | -21 | 0% | 3%
CCCN(CCC)CC(O)Cn1c2ccccc2c2ccccc21 (stereo not given)
→ 13% | -25% | -3% | -6% | ? | 6% | -75* | -9% | -5%
CS(=O)(=O)N1CCCC(C(=O)Nc2cccc(F)c2)C1 (stereo not given)
→ -10% | -8% | -4% | 11% | 8% | 20% | -2 | 11% | 6%
COCCNC(=O)C(=O)NCC1OCCN1S(=O)(=O)c1ccc2c(c1)OCCO2 (stereo not given)
→ 12% | 13% | 3% | 19% | -10% | 24% | 14 | 1% | 14%
Cc1ccc(S(=O)(=O)N2CCCOC2CNC(=O)C(=O)NCc2ccc3c(c2)OCO3)cc1 (stereo not given)
→ -11% | 3% | 16% | ? | ? | 30% | i | -9% | -4%
O=C1C(Cl)=C(Nc2cccc(O)c2)C(=O)N1Cc1ccccc1
→ ? | -25%[11.3 µM] | ? | 0% | 14% | ? | -98* | ? | -10%
CCCCNC(=O)N(O)C1N(/N=C/c2ccc(N(C)C)cc2)C(=S)SC1(C)C (stereo not given)
→ 10% | 4% | -11% | -1% | 9% | 11% | -23 | 18% | 4%
Cc1cc(C)nc(SCNC(=O)c2ccccc2)n1
→ 12% | 19% | 5µM* | -1% | 5.8µM* | 7.1µM* | 9 | ? | 2%
CCOc1ccc(N(C)C(=O)CCc2nnc3ccc(N4CCOCC4)nn23)cc1
→ 11% | -5% | -2% | -29% | -29% | -3% | -15 | 1% | -25%
Cc1cc2nc(-c3ccccc3)c(Cc3cccc(F)c3)n2c(C)c1Br
→ 0% | 14% | -20% | 0% | / | -25% | 0 | / | -2%
c1ccc(CN2CCC(Nc3ncnc4sccc34)CC2)cc1
→ -3% | / | 3% | -10% | 4% | ? | 0 | -5% | 12%
COc1ccccc1CNC(=O)c1csc(Cc2ccc(Cl)cc2)n1
→ -18% | 6% | -16% | -19% | -1% | -13% | -11 | ? | 0%
CCN(CC)c1ccc(C(NC(C)=O)NC(C)=O)cc1
→ 1% | 8% | 4% | 1% | -6% | 2%[9.24 µM] | 16 | 1% | 21%
c1ccc(-c2csc(NNC3=NCCCCC3)n2)cc1
→ -12% | 11% | ? | ? | 18% | ? | -13 | ? | -14%
COc1ccc(NC(=O)c2ccc(-n3c(C)ccc3C)cc2)c(OC)c1
→ -23% | -11% | -4% | ? | ? | -22% | -75* | ? | -6%
O=C(NNc1ccc(F)cc1)c1c(F)cccc1Cl
→ -17% | 11% | 0% | 22% | 0% | -9% | -3 | 0% | 23%
O=C(Nc1cccc(Cl)c1)Nc1csc([N+](=O)[O-])c1
→ -7% | ? | 21µM* | ? | ? | 7.3µM* | / | ? | ?
CCCc1ccccc1OCCNC(=O)c1cc(=O)n(C)c(=O)n1C
→ -5% | / | 2% | -6% | -11% | 15% | 0 | 0% | 0%
CCN1CCN(S(=O)(=O)c2ccc(Cl)c(C(=O)N(C)Cc3ccco3)c2)CC1
→ -7% | -4% | 8% | ? | -6% | 7% | 1 | 7% | 6%
CN(CC(=O)Nc1cccc(F)c1)C(=O)c1ccc2c(c1)OCCO2
→ -4% | 20% | -11% | -9% | 1% | -7% | 5 | 0% | 1%
Cc1ccnc(NC(=O)CCC(=O)N(CC(=O)NC(C)(C)C)c2ccc(F)c(Cl)c2)c1
→ 8% | -7% | -4% | -30% | -19% | -16% | -16 | 3% | -4%
O=C(COc1ccc2c(-c3ccccc3)cc(=O)oc2c1)N[C@@H](Cc1c[nH]c2ccc(O)cc12)C(=O)O
→ -13% | 6% | 4% | -2% | 9% | -1% | -13 | ? | 0%
C=CCNC(=O)O/N=C/c1csc([N+](=O)[O-])c1
→ 3% | 0% | 12% | -10% | ? | 15% | / | -9% | -4%
COc1ccc(-c2sc3ccccc3c2-c2ccc(OC)cc2F)cc1
→ 0% | 11% | 12% | -6% | / | 7% | 22 | / | -5%
CCCSc1nc(C)c(-c2csc(C(C#N)=C3CCCC3)n2)cc1C#N
→ ? | -21% | 6% | -4% | 7% | 9% | -1 | -4% | -4%
Cc1ccc(-c2ccc(=O)n(Cc3ccc(F)cc3)n2)cc1
→ 1% | -6% | 0% | ? | 15% | -3% | -19 | ? | -2%
COc1ccc(NC(=O)c2cc3sccc3n2Cc2ccc(F)cc2)cc1OC
→ -5% | 13% | -12% | ? | 0% | 0% | ? | 13% | -21%
Cc1cc([N+](=O)[O-])nn1CC(=O)NCCCN1CCOCC1
→ 14% | 3% | 2% | 26% | -14% | 1% | -3 | 16% | -2%
O=C(COc1ccccc1)Nc1ccc(N2CCN(C(=O)c3ccco3)CC2)cc1
→ -29% | -25% | 26% | ? | -6% | 13% | -3 | 13% | 3%
COc1ccc(NC2CCCN(Cc3cccc4cnccc34)C2)cc1 (stereo not given)
→ -1% | / | -4% | -29% | 10% | 1% | 17 | 6% | -13%
CN(CC(=O)NCc1ccccn1)S(=O)(=O)c1ccc2ccccc2c1
→ -7% | 5% | -10% | -9% | 22% | -11% | 68 | 1% | -1%
COc1ccc(-n2c(Cn3nnc4ccccc43)n[nH]c2=S)cc1
→ -2% | -3% | 4% | ? | -9% | 4% | 12 | -4% | 4%
O=C(COC(=O)COc1ccccc1)Nc1ccc(OC(F)(F)F)cc1
→ -8% | 2% | 8% | 0% | -8%[9.22 µM] | 8% | 20 | -1% | -1%
CCC(C)(C)c1ccc(OCCN2C(=O)NC(C)(C)C2=O)cc1
→ 1% | / | -10% | 0% | -12% | -7% | 15 | 16% | 1%
COc1ccc(S(=O)(=O)N2CCN(c3nn(C)c(=O)n(C)c3=O)CC2)cc1
→ 1% | -24% | 3% | ? | -10% | 0% | 15 | -3% | -2%
COCCNc1nc2c(-c3cccc(C(F)(F)F)c3)nnn2c2ccccc12
→ 5% | -4% | 15% | -14% | 6% | 13% | 39 | 11% | 0%
COc1ccc(C(=O)Nc2ccc(N3CCOCC3)cc2)cc1OC
→ -13% | 12% | ? | 16µM* | -3% | ? | -9 | 13% | ?
O=C(NC(=S)N1CCCc2ccccc21)c1ccc([N+](=O)[O-])cc1
→ -1% | 28% | 0% | -19% | 0% | -14% | -17 | 2% | -19%
Cc1ccc(OCCC(=O)OCC(=O)c2c(N)n(CC(C)C)c(=O)n(C)c2=O)cc1
→ -3% | -21% | -5% | -19% | -13% | -2% | 2 | 1% | ?
O=c1c(-c2ccco2)nc2ccccc2n1C(c1ccccn1)c1nc2ccccc2[nH]1 (stereo not given)
→ -1% | / | -18% | ? | / | -7% | 0 | / | -25%
COc1ccc2c(Cl)c(C(=O)NN)sc2c1
→ 38%[activator] | ? | ? | ? | ? | 0% | ? | ? | -6%
Cc1nc(N)nc(OCC(F)(F)C(F)F)c1Br
→ 1% | -7% | -5% | -19% | -2% | -4% | 34 | 3% | -1%
COc1cc(CN/C(C)=C(\C#N)C(N)=O)cc(OC)c1OC
→ -11% | -12% | 19% | -7% | 3% | 11% | 0 | -3% | 6%
COc1ccc2[nH]c3c(C)c4cc[n+](C)cc4c(C)c3c2c1
→ 22µM* | ? | -10% | 12% | -11% | ? | 0 | -11% | ?
COc1ccc(/C=C2\SC(=O)N(CCC(=O)Nc3ccccc3)C2=O)cc1OC
→ -13% | -15% | ? | -1% | -39%[inhibitor] | ? | 11 | -2% | 5%
COc1ccc(NC(=O)CN(C)C(=O)c2cc3c(s2)CCC3)cc1
→ 40µM* | 1% | -1% | 1% | -4% | 0% | 2 | 2% | 14%
CC(=O)c1ccc(NC(=O)c2cccc(NC(=O)c3ccccc3)c2)cc1
→ -21% | 9% | -18% | 2% | ? | -2% | 2 | -3% | 7%
O=C(C1CCC(=O)N(C2CCCC2)C1)N1CCC(Oc2cccc(F)c2)CC1 (stereo not given)
→ -9% | 6% | -4% | ? | -16% | 0% | 19 | -1% | -6%
Cc1ccc(-c2nc(N)sc2CC(=O)OCC(=O)N2C(C)CCCC2C)cc1 (stereo not given)
→ 6% | 19% | -5% | -1% | 0% | -3% | 13 | 16% | -7%
Cc1cccc(CSc2nnnn2-c2ccccc2)c1
→ -15% | 8% | -4% | -6% | 0%[9.22 µM] | -3% | -17 | ? | -5%

Screening results deposited in PubChem BioAssay by National Center for Advancing Translational Sciences (NCATS).
